# Screens as filed in PubChem.
# BL2 CD40 inh = CD40 pathway inhibition in BL2 cells; BL2 NF-kB luciferase reporter, CD40L-induced, 4 h; AID 1053188; inhibition, % at 10 µM; 0.94% of 83,000 active;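 active means mean inhibition of at least 50% with a set share of replicates also reaching that level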;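 further: 0% = neutral control wells and 100% = IKK inhibitor VII at 50 µM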
# * marks the source's active call; other numbers are inactive results; [ ] = dose if it differs, or a comment.
BL2 CD40 inh,SMILES
2,CCNC(=S)N(CCc1c(C)[nH]c2ccc(C)cc12)Cc1cccs1
7[25 µM],C[C@@H]1CN([C@@H](C)CO)C(=O)CCCn2nncc2CO[C@H]1CN(C)C(=O)C1CCCCC1
3,CC1(c2ccc(Cl)cc2)NC(=O)N(CC(=O)N2CCCC2)C1=O (stereo unspecified)
-58,CN(C)C(CNC(=O)c1ccc2ccccc2c1)c1ccco1 (stereo unspecified)
6,CN(Cc1ccc(Cl)cc1)C(=O)CNC(=O)C12CC3CC(CC(C3)C1)C2
12[25 µM],C[C@@H]1CN([C@H](C)CO)C(=O)c2cc(NS(=O)(=O)c3ccccc3)ccc2O[C@@H](C)CCCCO[C@@H]1CN(C)C(=O)C1CCCCC1
-11,O=C(COC(=O)c1cccc(S(=O)(=O)NCc2ccccc2)c1)c1ccccc1
7,C[C@H]([C@@H](N)C(=O)N[C@@H](C(=O)O)[C@@H]1O[C@H](n2ccc(=O)[nH]c2=O)[C@@H](O)[C@H]1O)[C@@H](O)c1ccc(O)cn1
-14,Cc1cc(NC(=O)c2ccccc2)n(C)n1
8,COc1ccc(-c2ccc(NS(=O)(=O)c3ccc([N+](=O)[O-])cc3)cc2)nn1
18,CCC(CC)NC(=O)c1cc(OC)c(OC)c(OC)c1
8,CC1CN(C(=O)N(C)C)CCN1C(=O)N(C)C (stereo unspecified)
2,CC(=O)N1CCN(CCN(CC2C(C)C=C(C)CC2C)C(C)=O)CC1 (stereo unspecified)
9,COc1ccc(NC(=O)CSc2nnc(Cc3cccn3C)n2-c2ccc(C)cc2)cc1OC
-4,Cc1cccc(Cl)c1NC(=O)NCCCN1CCOCC1
31,C=C1CC(COc2cc(=O)oc3ccccc23)(c2ccccc2)OC1=O (stereo unspecified)
6,O=C(O)CCCCCNC(=O)CCn1cnc2ccccc2c1=O
10,O=C(Nc1cccc2ccccc12)N1CCN(Cc2ccc3c(c2)OCO3)CC1
6[25 µM],Cc1ccc(S(=O)(=O)Nc2cccc3c2O[C@H](CN(C)C(=O)Nc2ccc(C(F)(F)F)cc2)[C@@H](C)CN([C@H](C)CO)C3=O)cc1
1,O=C(CC1Sc2ccccc2NC1=O)NNc1cc(Cl)ccc1Cl (stereo unspecified)
-6[25 µM],CO[C@@H]1CC[C@H]2CCOc3c(C#N)cccc3C(=O)N(C)CC3(CCCCC3)CC(=O)N(C)C[C@H]1O2
4[25 µM],CC(=O)N1[C@H](CO)[C@H](c2ccccc2)[C@@H]1CNC(=O)CN1CCOCC1
-3,O=C(CN1C(=O)/C(=C2/SC(=S)N(CCS(=O)(=O)O)C2=O)c2ccccc21)Nc1cccc(Br)c1
16,CCn1nccc1C(=O)Nc1nccs1
-20,O=C(Nc1ccc(Oc2cccc3ccccc23)cc1)c1ccco1
-37,O=C(NCC1CCCN1S(=O)(=O)c1cccs1)C(=O)Nc1cccc(F)c1 (stereo unspecified)
-4,CCc1cc(=O)oc2cc(OCC=C(C)C)ccc12
4,COc1ccc(Nc2ccc(N3C(=O)CCCC3=O)cc2[N+](=O)[O-])c(OC)c1
5,O=C(O)C1C(c2ccccc2)c2ccccc2C(O)C1CO (stereo unspecified)
-3,Cc1ccc(S(=O)(=O)N(C)C[C@H]2OCc3cn(nn3)CCCC(=O)N([C@H](C)CO)C[C@@H]2C)cc1
8,O=C(Cc1cccc2ccccc12)NCCC1=CCCCC1
4,O=C(Nc1ccccc1Cl)c1cc(C2CCCCN2S(=O)(=O)c2ccccc2)on1 (stereo unspecified)
-9,CCCCOC(=O)Nc1nccs1
18[25 µM],CN1C(=O)c2cc(NC(=O)c3cnccn3)ccc2OC[C@@H]2O[C@H](CC(=O)NCC3CCCCC3)CC[C@@H]21
-2,C=CCn1c2[n+](c3ccccc3c1=O)CCCCC2
-17,Oc1oc(-c2ccco2)nc1C=Nc1cccc(Cl)c1
1,CCOC(=O)c1c(NC(=O)COC(=O)CCOc2ccccc2C)sc(C(=O)NC)c1C
17,COc1ccc(S(=O)(=O)N2CCN(c3ncccn3)CC2)cc1
-3[25 µM],C[C@H](CO)N1C[C@H](C)[C@H](CN(C)S(=O)(=O)c2cn(C)cn2)OCCCC[C@H](C)Oc2ccc(N(C)C)cc2C1=O
-2[25 µM],CCN1C[C@@H](C)[C@H](OC)CN(C)C(=O)c2cc(NC(=O)c3ccno3)ccc2OC[C@H]1C
-1[25 µM],COc1ccc2c3c([nH]c2c1)[C@H](CO)N(C(=O)Nc1ccc(F)cc1)CC31CCN(S(=O)(=O)c2cn(C)cn2)CC1
-43,O=C(Cc1cccs1)Nc1nnc(-c2ccccc2)s1
12,O=C(COc1cccc2c1CCNC2=O)Nc1ccc(F)cc1
-3,O=C1CCCc2c1oc1c2CCCC1
11,Cc1ccc(CNS(=O)(=O)CCNC(=O)c2ccc3c(c2)OCO3)cc1
1,O=C(OCCN1CCCC1)C1(c2ccccc2)CCCC1
4,COC(=O)c1nnn(CC(=O)NC(=O)Nc2ccc(F)cc2)c1C(=O)OC
-35,O=C1C2CC=C(Cl)CC2C(=O)N1CCc1c[nH]c2ccccc12 (stereo unspecified)
-1[25 µM],CCN(C[C@@H]1N[C@@H](CO)[C@H]1c1ccc(-c2cccc(F)c2)cc1)C(=O)COC
3,O=C(O)c1cccc(S(=O)(=O)Nc2ccc(Oc3ccccc3)cc2)c1

# Remaining list, next part
BL2 CD40 inh,SMILES
-1,CC(C)c1ccc(CNC(=O)CCc2ccccc2)cc1
5,CCCCCN(C(=O)CCC(=O)OCCOc1cccc(C)c1)c1c(N)n(CCCC)c(=O)[nH]c1=O
-2,CCOC(=O)c1c(-c2ccc(C)o2)csc1NC(=O)CN1CCN(CC)CC1
-61,O=C(Nc1ccccc1)OCCc1ccccn1
1,COC(=O)c1c(C)noc1-c1cc(C)on1
-24,CCOC(=O)c1cc2n(c1N)-c1ccccc1C2=O
-34,O=C(N/N=C/c1ccc(F)cc1)c1sccc1OCc1ccc(F)cc1
4,CS(=O)(=O)N(CCCC(=O)N1CCCCCC1)c1cccc(Cl)c1
-78,COc1cc(OC)cc(C(=O)N=c2sc3ccccc3n2C)c1
-22,CCOc1ccc2nc(N3C(=O)C(O)=C(C(=O)c4ccco4)C3c3ccco3)sc2c1 (stereo unspecified)
11,COCC(=O)OCc1cc2cccc(C)c2[nH]c1=O
-2[25 µM],CCC(C)(C)N=C(NC#N)Nc1cccnc1
4,O=C(NCCc1ccccc1)C1CCN(S(=O)(=O)c2cccc3nsnc23)CC1
-8,O=C(c1ccc(-c2ccccc2)cc1)N1CCN(Cc2ccccn2)CC1
4,Cc1nc2ncnn2c(C)c1CCC(=O)Oc1ccccc1
-2[25 µM],COCc1cn(CC[C@H]2CC[C@@H](NC(=O)Nc3c(C)noc3C)[C@@H](CO)O2)nn1
0,C[C@H](CO)N1C[C@H](C)[C@@H](CN(C)CC2CC2)OCc2ccccc2-c2c(n(C)c3ccccc23)C1=O
8,CCN1CCN(C(CNS(=O)(=O)c2ccccc2)c2cccnc2)CC1 (stereo unspecified)
3,C[C@@H]1CN([C@H](C)CO)C(=O)c2ccccc2-c2ccccc2CO[C@H]1CN(C)C(=O)Oc1ccccc1
-18[25 µM],CO[C@H]1CN(C)C(=O)c2cc(NS(=O)(=O)CC(F)(F)F)ccc2OC[C@@H](C)NC[C@@H]1C
8,O=C(COc1ccc(S(=O)(=O)NC2CCCCC2)cc1)NCCC1=CCCCC1
11,CC12CCC(=O)N1C(C(=O)Nc1cccc(S(=O)(=O)N3CCCCCC3)c1)CS2 (stereo unspecified)
0[25 µM],CO[C@@H]1CN(C)C(=O)c2cc(NS(=O)(=O)c3ccc(Cl)cc3)ccc2OC[C@H](C)N(C(=O)NC(C)C)C[C@H]1C
32,CCOC(=O)C1=NN(C(=O)COc2ccccc2)C(O)(c2ccc(Cl)cc2)C1 (stereo unspecified)
0,COc1ccc(N2CCN(C(=O)COC(=O)COc3cccc(C(F)(F)F)c3)CC2)cc1

# Some of these compounds in order of length of the SMILES, largest number first:
BL2 CD40 inh,SMILES
0[25 µM],CO[C@@H]1CN(C)C(=O)c2cc(NS(=O)(=O)c3ccc(Cl)cc3)ccc2OC[C@H](C)N(C(=O)NC(C)C)C[C@H]1C
0,C[C@H](CO)N1C[C@H](C)[C@@H](CN(C)CC2CC2)OCc2ccccc2-c2c(n(C)c3ccccc23)C1=O
3,C[C@@H]1CN([C@H](C)CO)C(=O)c2ccccc2-c2ccccc2CO[C@H]1CN(C)C(=O)Oc1ccccc1
-18[25 µM],CO[C@H]1CN(C)C(=O)c2cc(NS(=O)(=O)CC(F)(F)F)ccc2OC[C@@H](C)NC[C@@H]1C
5,CCCCCN(C(=O)CCC(=O)OCCOc1cccc(C)c1)c1c(N)n(CCCC)c(=O)[nH]c1=O
-2[25 µM],COCc1cn(CC[C@H]2CC[C@@H](NC(=O)Nc3c(C)noc3C)[C@@H](CO)O2)nn1
0,COc1ccc(N2CCN(C(=O)COC(=O)COc3cccc(C(F)(F)F)c3)CC2)cc1
11,CC12CCC(=O)N1C(C(=O)Nc1cccc(S(=O)(=O)N3CCCCCC3)c1)CS2 (stereo unspecified)
32,CCOC(=O)C1=NN(C(=O)COc2ccccc2)C(O)(c2ccc(Cl)cc2)C1 (stereo unspecified)
-8,O=C(c1ccc(-c2ccccc2)cc1)N1CCN(Cc2ccccn2)CC1
-34,O=C(N/N=C/c1ccc(F)cc1)c1sccc1OCc1ccc(F)cc1
-78,COc1cc(OC)cc(C(=O)N=c2sc3ccccc3n2C)c1
4,Cc1nc2ncnn2c(C)c1CCC(=O)Oc1ccccc1
11,COCC(=O)OCc1cc2cccc(C)c2[nH]c1=O
-61,O=C(Nc1ccccc1)OCCc1ccccn1

# (list continues)
BL2 CD40 inh,SMILES
3,COc1cc(OC)cc(C(=O)Nc2cccc(N3CCCC3)c2)c1
6,C[C@H](CO)N1C[C@H](C)[C@H](CN(C)S(=O)(=O)c2ccccc2)OCc2ccccc2-c2c(n(C)c3ccccc23)C1=O
-15,O=C(NCc1cccnc1)c1sc2ccccc2c1Cl
14,CCC(C(=O)Nc1cccc(S(=O)(=O)N(C)c2ccccc2)c1)c1ccccc1 (stereo unspecified)
-2,O=C(N/N=C/c1ccc(F)c(F)c1)c1cccc(S(=O)(=O)N2CCCCC2)c1
-12[25 µM],C[C@H]1CN([C@@H](C)CO)S(=O)(=O)c2ccc(-c3ccccc3)cc2O[C@H]1CN(C)Cc1cncnc1
10,CCCCCN(C(=O)CCC(=O)OCC(=O)N(C)C1CCCCC1)c1c(N)n(CCCC)c(=O)[nH]c1=O
5,COc1cc(C(=O)NCCC(=O)NCc2ccc3c(c2)OCO3)cc(OC)c1OC
9[25 µM],O=S(=O)(c1ccccc1)N1C[C@@H]2[C@H](c3ccccc31)[C@@H](CO)N2Cc1ccc(F)cc1
92*,CC1(C)CC[C@]2(C(=O)n3ccnc3)CC[C@]3(C)[C@H](C(=O)C=C4[C@@]5(C)C=C(C#N)C(=O)C(C)(C)[C@@H]5CC[C@]43C)[C@@H]2C1
5,CN(C(=O)c1cccc(NC(=O)c2cccs2)c1)c1ccccc1
2,CCc1ccc(C(=O)COC(=O)CNC(=O)CNC(=O)Cc2ccccc2)cc1
-9,C=Cc1cc2c(cc1O)CCC1C2CCC2(C)C(O)CCC12 (stereo unspecified)
-4,Cc1ccccc1C(=O)OCC(=O)N1CC(=O)Nc2ccccc21
2,CC12CCC(C(=O)Nc3ccccc3Br)(C/C1=N\O)C2(C)C (stereo unspecified)
-7,CC(=O)Nc1ccc(S(=O)(=O)Nc2cc(S(=O)(=O)N3CCCCC3)ccc2O)cc1
6[25 µM],CO[C@@H]1CC[C@H]2CCOc3ccc(C#N)cc3C(=O)N(C)[C@@H](C)C(=O)N(C)C[C@H]1O2
3,Cn1c(CCC(=O)OCC(=O)NCc2ccccc2Cl)nc(=O)c2ccccc21
-12[25 µM],Cc1noc(C)c1NC(=O)N1C[C@@H](O)COC[C@@H]2O[C@H](CC(=O)N[C@H]3CCN(Cc4ccccc4)C3)CC[C@H]21
7,COc1ccc(-c2noc(C3CCCN(C(=O)CCc4ccccc4)C3)n2)cc1 (stereo unspecified)
13,COc1ccccc1CNC(=O)CCC(=O)n1ncc2cc(C)ccc21
-2,NNC(=O)Cn1c(-c2nonc2N)nc2ccccc21
1,Cc1nc2nc(Cc3ccccc3)[nH]n2c(=O)c1Cc1ccccc1
17,CC(=O)NC(CC(=O)NCCCn1ccc2ccccc21)c1ccccc1 (stereo unspecified)
2,Cn1c(=S)c2[nH]c(SCCN)nc2n(C)c1=O
13,COC(=O)C1=C(C)N=C2SC(C)C(=O)N2C1c1cccc(F)c1 (stereo unspecified)
3,O=[N+]([O-])c1ccc(N2CCCC2)nc1N1CCCC1
3[25 µM],O=C(NCC1CC1)[C@@H]1[C@@H](CO)[C@@H]2Cn3c(cccc3=O)[C@@H]2N1Cc1cncnc1
3,CC(=O)N1CC2(C)CN(C(C)=O)CC(C)(C1)C2O (stereo unspecified)
1,Cc1ccc(S(=O)(=O)N2CCC(C(=O)Nc3ccccc3N3CCCC3)CC2)cc1C
3,CC(C)NC(=O)Nc1ccc2c(c1)CC(=O)N(C)C[C@H](C)[C@@H](CN(C)C)O2
-6,CCOC(=O)c1ccc(CC(=O)c2oc3cc(O)ccc3c2C)o1
3,C[N+](C)(C)CCN1C(=O)CSC1=O
-11[25 µM],C[C@H]1CN([C@@H](C)CO)C(=O)CCCn2cc(nn2)CO[C@@H]1CN(C)C(=O)C1CC1
-4,O=C1NCCN(Cc2cccc(Oc3ccccc3)c2)C1CC(=O)N1CCCCC1 (stereo unspecified)
3,Cc1nnc(NC(=O)C2CCN(S(=O)(=O)c3cc([N+](=O)[O-])ccc3Cl)CC2)o1
10,Cc1noc(/C=C/c2cccnc2)c1[N+](=O)[O-]
0,COc1cc(C(=O)OCC(=O)NC(=O)NCc2ccccc2)ccc1OC(F)F
-7[25 µM],CN1c2ccc(C3=CCCCC3)cc2[C@@H]2[C@@H](CCN2C(=O)Nc2cc(F)ccc2F)[C@@H]1CO
10,CCOc1cc(Br)c(C(=O)O)cc1OCC
2,O=[N+]([O-])c1ccc(N2CCOCC2)cc1NC(c1ccccc1)c1ccccc1
-48,O=C(CN1CCCC1)Nc1nc(-c2ccc(Cl)cc2)cs1
3,COc1ccc(NC(=O)CCn2cccc2)cc1

# The list is partial (hit frequency here may not be typical).
